AmpC det inh: blocks E. coli AmpC beta-lactamase in presence of detergent; 71,000 tested, 0.09% active; purified AmpC, nitrocefin hydrolysis with detergent; Potency, µM (titrated, usually from 28.7 µM), without a hit: top-dose activity change, negative = inhibition; AID 584; active means well fitted curve in the direction sought with a large enough effect
Target sequence (P00811 whole entry, looked up): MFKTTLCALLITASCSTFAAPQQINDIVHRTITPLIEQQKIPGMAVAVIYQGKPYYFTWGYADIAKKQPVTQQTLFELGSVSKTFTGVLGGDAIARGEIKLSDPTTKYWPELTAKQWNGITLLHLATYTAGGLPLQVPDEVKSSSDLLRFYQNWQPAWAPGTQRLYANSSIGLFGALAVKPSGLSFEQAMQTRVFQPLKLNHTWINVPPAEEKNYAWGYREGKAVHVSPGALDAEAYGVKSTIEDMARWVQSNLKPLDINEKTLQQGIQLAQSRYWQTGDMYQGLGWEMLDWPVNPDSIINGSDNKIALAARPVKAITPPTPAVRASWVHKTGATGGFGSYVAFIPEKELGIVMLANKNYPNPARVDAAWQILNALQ
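E. coli AmpC (5.3 nM) in 20 mM phosphate pH 7.0 with 0.01% Triton X-100, preincubated 15 min RT with compound; nitrocefin (2 uL of 800 uM stock) hydrolysis followed by 480 nm absorbance every 20 s over 4 min.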
The depositor's hits bear a star; [ ] = dose if it differs, or a comment. On the % scale 0 is the no-effect control and ±100 the full control effect; potency means the concentration at half of the fitted maximal effect. Some of the compounds tested (hit frequency here may not be typical).

SMILES	AmpC det inh
Cc1[nH]c2ccccc2c1C1(O)C(=O)N(Cc2ccc3c(c2)OCO3)c2ccccc21 (stereo unspecified)	-0.2%
CCC(=NCC1CCCO1)c1c(O)n(-c2ccc(Cl)cc2)c(=O)[nH]c1=O (stereo unspecified)	-2.1%
CC1CCN(CCc2nc3cc(NS(=O)(=O)c4ccccc4)ccc3n2C)CC1	-0.4%
N[C@@H](CC1=CS(=O)(=O)c2ccc(Cl)cc21)C(=O)O	-2.4%[5.75 µM]
COC(=O)CSc1nnc(CNC(=O)c2ccc(OC)cc2OC)n1C	19.8%
CC(C)Cn1c2c(c(O)c(C(=O)Nc3ccc(F)cc3)c1=O)CCCC2	1.5%
CCc1ccc(NC(=O)c2cc(-c3ccco3)on2)cc1	0.0%
C=CCn1c(SCC(=O)/C(C#N)=C(\C)N)nnc1C1CCCCC1	-0.3%
COc1ccc(CCNc2oc(COc3ccccc3Cl)nc2C#N)cc1OC	13.1%
NS(=O)(=O)c1ccc(NC2(C(=O)O)CCCC2)cc1	-0.8%[5.75 µM]
COc1ccc2oc(=O)c(C(=O)N3CCN(c4ccccc4C)CC3)cc2c1	-2.8%
O=C(NCC(=O)N(CC1CCCO1)C(C(=O)NC1CCCC1)c1cccnc1)c1ccco1 (stereo unspecified)	9.4%
Oc1c(CN2CCN(c3ccccn3)CC2)cc(Cl)c2cccnc12	-3.6%
CN(c1nc(-c2ccccc2)cs1)C1CCS(=O)(=O)C1 (stereo unspecified)	-6.6%
Cc1cc(=O)oc2cc(OCc3ccc(S(=O)(=O)N4CCOCC4)cc3)ccc12	-1.4%
O=C(NCc1ccc2c(c1)OCO2)c1cc(S(=O)(=O)N2CCCCC2)ccc1F	-2.9%
Cn1c(=O)oc2cc(S(=O)(=O)N3CCC(C(=O)N4CC=C(c5ccccc5)CC4)CC3)ccc21	19.4%
CC(C)c1ccc(-c2nn[nH]n2)cc1	8.1%
OCC(CO)(CBr)CBr	11.3%
CCOc1ccc(NC(=O)c2cccc(-n3cnnn3)c2)cc1	1.7%
Cc1cnc(CNc2ncncc2-c2ccc3c(c2)OCO3)cn1	8.1%
COc1cc(NC(=O)c2cccc(Cl)c2)c(OC)cc1NC(=O)CN1CCOCC1	-4.0%
Cc1onc(-c2ccccc2Cl)c1C(=O)Nc1nnc(-c2ccc(F)cc2)s1	7.4%
N#CCCCSC1=C(C#N)C(c2ccccc2Cl)CC(=O)N1 (stereo unspecified)	-3.0%
CCOC(=O)c1ccc2c(c1)C(=O)N(C1CCCCC1)C2=O	3.6%
Cc1ncc(CO)c(CN)c1O	-3.9%[5.75 µM]
O=C1CNCCCN2CCN(CCCNCC(=O)Nc3ccc(cc3)S(=O)(=O)c3ccc(cc3)NC(=O)CNCCCN3CCN(CCCNCC(=O)Nc4ccc(cc4)S(=O)(=O)c4ccc(cc4)N1)CC3)CC2	-4.0%[5.75 µM]
O=C(CN1C(=O)C2(OCCCO2)c2ccccc21)NCCc1ccccc1	-0.3%
COc1cccc(NC(=O)N2CCC(N3CCCCC3)CC2)c1	2.0%
C[n+]1cccc(/C=C\c2ccc3cccc(O)c3n2)c1	-3.1%[5.75 µM]
Nc1c(NC2CCCCC2)c2ccccc2oc1=O	-2.7%
O=C(c1ccco1)N1CCN(S(=O)(=O)c2ccc(S(=O)(=O)NC3CCCCC3)cc2)CC1	1.1%
COc1cccc(C(=O)Nc2ccc(N(C)C)cc2)c1OC	-4.0%
COc1ccc(S(=O)(=O)NCc2ccccn2)cc1Cl	-2.3%
CCCCSc1nn[nH]n1	-8.2%
CC(C)=CCC/C(C)=C/C=O	7.6%
Cc1ccc(NC(=O)c2oc3c(c2C)C(=O)CC(C)(C)C3)cc1	1.0%
COc1ccc(/C=N/n2c(SC)nnc2-c2ccccc2)cc1C	1.2%
O=C(c1ccc2nc(N3CCOCC3)sc2c1)N1CCCC1	6.5%
Cc1ccc(C(=O)CSc2n[nH]c(-c3ccco3)n2)cc1C	-0.3%
COCc1[nH]nc2c1C1(C(=O)N(C)c3ccccc31)C(C#N)=C(N)O2 (stereo unspecified)	9.0%
Cc1ccc(-c2noc(CN3CCC(C(N)=O)CC3)n2)cc1	-2.2%
CC(=O)NC12CC3CC(C1)CC(C(=O)OCC(=O)NC(=O)c1cccn1C)(C3)C2	-3.8%
O=C(O)C1CCN(C(=O)c2ccccc2C(=O)N2CCC(C(=O)O)CC2)CC1	-0.7%
CC(=O)C1=C(O)C(=O)N(CCN2CCOCC2)C1c1ccc(N(C)C)cc1 (stereo unspecified)	-0.9%
Cc1ccsc1C1NC(=O)c2ccccc2N1 (stereo unspecified)	-1.5%
O=C(C1CCCN(c2nnc(-n3cccc3)s2)C1)N1CCC2(CC1)OCCO2 (stereo unspecified)	10.4%
O=C(CCc1ccccc1)Nc1ccncc1	8.9%
CCOc1ccccc1-c1nn2c(Cc3ccccc3)nnc2s1	-4.2%
COc1cc2c(cc1OC)C(C(=O)Nc1ccccn1)C(c1cccnc1)N(C)C2=O (stereo unspecified)	-1.8%
Cc1ccc(Cn2nnnc2CN2CCC(n3nnc4cc(C(F)(F)F)ccc43)CC2)cc1	-3.1%
CCOc1ccccc1NC(=O)CSc1nnc(CNC(=O)c2ccco2)o1	-3.4%
CC(=O)OCCCN1C(=O)c2ccc(Br)cc2C1=O	-1.6%
CN(C(=O)CSc1nc(-c2ccc(F)cc2)cs1)C1CCS(=O)(=O)C1 (stereo unspecified)	-2.2%
COc1ccc(OC)c(CN2CCN(C(=O)c3cccc4ccccc34)CC2)c1	-3.5%
CN(CC(=O)N1CCc2ccccc21)S(=O)(=O)c1ccc(Cl)cc1	-2.7%
CSc1nnc(-c2ccc(F)cc2)o1	11.9%
Fc1ccc2c(c1)nnn2C1CCN(Cc2nnnn2C2CCCCC2)CC1	-1.5%
CC(C)(C#N)Nc1ccccc1	-2.8%
Cc1ccc(CSC(N)=Nc2ccccc2)cc1C	-4.3%[5.75 µM]
(cont.)
SMILES	AmpC det inh
COc1ccc(Cc2nnc(NS(=O)(=O)Cc3ccccc3)s2)cc1	-4.0%
Cc1c(NC(=O)c2cc(-c3ccc4c(c3)OCO4)on2)c(=O)n(-c2ccccc2)n1C	-4.5%
O=S(=O)(c1ccccc1)N1CN2CCN(C2)C1	15.9%
COCC(=O)N(C)C1(c2nnnn2CCOC(=O)Nc2cccc3ccccc23)CCCC1	14.5%
CC(C)NC(=O)Cn1c(SCC(=O)N2CCCCCC2)nc2ccccc21	3.3%
CCSc1nnc(NC(=O)C2(C)Cc3ccccc3C(=O)O2)s1 (stereo unspecified)	-1.2%
Cc1ccc2cc(S(=O)(=O)NCCCC(=O)O)ccc2c1	-4.2%
CCOC(=O)c1sc2nc(CSc3nc4ccccc4n3CC)[nH]c(=O)c2c1C	-3.0%
Cc1cccc(NS(=O)(=O)c2cccc3cccnc23)n1	13.1%
CCOC(=O)c1cnc(N(C)C)nc1SC(=N)N	-1.9%[5.75 µM]
C/C(=C1\SC(N2CCOCC2)=NC1=O)c1ccccc1	-0.5%
CCOC(=O)C(C(=O)OCC)=C1OC(=O)c2ccccc21	9.5%
N#Cc1c(N)nc(SCC(=O)OCc2ccccc2)c(C#N)c1-c1ccco1	3.1%
CCc1ccc(C2CC(c3ccc(C)cc3)n3nc(N)nc3N2)cc1 (stereo unspecified)	12.0%
CCOC(=O)CC1=NS(=O)(=O)c2ccccc2N1	13.7%
O=C(c1cc2c(s1)CCCCC2)N1CCN(c2ncccn2)CC1	12.8%
COc1ccc(C(=O)COC(=O)CCn2nnc(-c3cccs3)n2)cc1	-0.8%
Cc1cc(C(=O)Nc2ccccn2)no1	-1.5%
COc1ccccc1C1/C(=C(/O)c2ccc(Cl)cc2)C(=O)C(=O)N1CCN1CCOCC1 (stereo unspecified)	-2.0%
CCOc1ccc(Nc2nc(Cc3nnc(SCC(N)=O)o3)cs2)cc1	-4.6%
Cc1c(Nc2ncnc3nc[nH]c23)c(=O)n(-c2ccccc2)n1C	10.3%
COc1cc(C(C)=O)ccc1OCC(O)CN1CCN(S(=O)(=O)c2ccccc2)CC1 (stereo unspecified)	-0.8%
CCOC(=O)C1=C(C)NC(SCC(=O)O)=NC1c1ccccc1 (stereo unspecified)	14.0%
Clc1ccc(Oc2cccc(/C=N/n3cnnc3)c2)cc1	-6.1%
CCN(CC)CC(C)CNC(=O)CC(C(=O)N1CCc2ccccc21)n1ccnc1 (stereo unspecified)	0.5%
CN(C(=O)c1cccc(C#N)c1)c1nnc(C2CCOC2)s1 (stereo unspecified)	8.7%
CCCn1nnc(NC(=O)c2ccccc2Br)n1	-0.3%
O=C(O)c1ccccc1NS(=O)(=O)c1ccccc1C(F)(F)F	-1.2%
O=c1cnc2cnc(Oc3cccc(Cl)c3)nc2n1CCc1ccccc1	-7.7%
O=C(c1ccncc1)N1CCC2(CC1)CCN(c1ncccn1)CC2	1.1%
CCSc1nnc(-c2ccccc2NC(=O)CC)c(=O)[nH]1	-6.0%
O=C(NCc1ccccc1)N1CCC(n2cnc3cc(F)ccc32)CC1	14.6%
COC(=O)c1ccc(NC(=O)CSc2nncn2C)cc1	2.1%
Cc1nnc2c(-c3ccccc3)nc3ccccc3n12	-1.2%
COc1ccc(OCC(=O)Nc2ccc(S(=O)(=O)Nc3cc(C)nc(C)n3)cc2)cc1	-2.5%
CC1(C)CC(=O)C=C(NCc2cccnc2)C1	14.0%
CN1CC=C2C(C#N)=C(N)C(C#N)(C#N)C(CCc3ccccc3)C2C1 (stereo unspecified)	7.0%
CCn1c(C(C#N)/C(=N\S(=O)(=O)c2cccs2)c2ccccc2)nc2ccccc21 (stereo unspecified)	-6.8%
O=c1oc(-c2cccs2)nc2sc3c(c12)CCC3	0.8%
CC(Oc1ccccc1)C(=O)NC1CC(C)(C)NC(C)(C)C1 (stereo unspecified)	9.3%
COc1ccc(S(=O)(=O)NCc2ccccn2)c(Cl)c1Cl	-4.7%
CCOC(=O)c1c(C)[nH]c2cc(Br)c(OC)cc12	6.6%
CCN(CC)C(=O)c1sc2nc(-c3ccc(OC)cc3)cn2c1C	-1.8%
COCCNC(=O)Cn1nc(C)c2ccccc2c1=O	0.8%
COCCCNC(=O)CSC1=Nc2ccccc2C2=NC(CC(=O)NCc3ccccc3)C(=O)N12 (stereo unspecified)	-0.7%
COC(=O)c1c(NC(=O)c2nc3ncccn3n2)sc(C(=O)N(C)C)c1C	16.0%
COc1ccc(CCNC(=O)CC2COc3ccccc3O2)cc1OC (stereo unspecified)	-3.6%
COC(=O)c1ccc(NC(=O)CN2C(=O)CSC2=O)cc1	-0.9%
C=CCSc1nc2c(c(=O)[nH]c(=O)n2C)n1Cc1ccc(C)cc1	14.2%
COC(=O)N1[C@H](C)C=C[C@]1(Cc1ccccc1)C(=O)OC	10.4%
Cn1cc(C(=O)NCCN2CCN(c3cccc(Cl)c3)CC2)c2c3ccccc3n(C)c2c1=O	8.2%
C=CCn1c(N)c(C(=O)OCC(C)C)c2nc3ccccc3nc21	-3.7%
O=C(CC1(O)C(=O)Nc2ccccc21)c1ccc(-n2cccc2)cc1 (stereo unspecified)	-0.4%
O=C(O)[C@@H]1[C@@H](C(=O)NCc2cccnc2)[C@@H]2C=C[C@@H]1O2	-1.9%[5.75 µM]
COc1cccc(NS(=O)(=O)c2ccc3c(c2)n(C)c(=O)c(=O)n3C)c1	-4.5%
Cc1cccc(Nc2nc(-c3ccccn3)cs2)n1	-1.7%
COC(=O)C1=C(N)N(c2ccc(F)cc2)C2=C(C(=O)CCC2)C1c1ccc2c(c1)OCO2 (stereo unspecified)	-2.2%
OCc1ccccc1OCCOc1ccc(Cl)c2cccnc12	-5.9%
CCc1sc(C(=O)NC)cc1Br	0.8%
CCOC(=O)C1CCN(C(=O)CSc2cc(=O)n(CC)c3ccccc23)CC1	-2.1%
(cont.)
SMILES	AmpC det inh
CC1CCCC(NC(=O)C2CCN(S(=O)(=O)N3CCC4(CC3)OCCO4)CC2)C1C (stereo unspecified)	-1.0%
CC1CCN(C(=O)c2ccc(COc3ccccc3Cl)o2)CC1	0.2%
COC(=O)c1cc(NC(=O)CN(c2ccc3c(c2)OCO3)S(C)(=O)=O)ccc1Cl	-5.6%
COc1ccc(S(=O)(=O)N2CCN(C3CCN(Cc4ccccc4)CC3)CC2)cc1	3.1%
COc1ccc(S(=O)(=O)N2CCCCCC2)cc1C(=O)OCc1c(C)noc1C	-2.6%

Screening results (PubChem BioAssay)
